AMA1 RON2 block = qHTS for Inhibitors of AMA1-RON; Towards Development of Antimalarial Drug Lead: Primary Screen; Plasmodium falciparum AMA1 (3D7) - RON2 peptide interaction; AID 720542, 2013; AlphaScreen AMA1-biotinylated RON2 peptide binding; Potency, µM (doses to about 58.2 µM), for inactives: at the top dose activity change, negative = inhibition, actives largely listed as inhibitors; 360,000 compounds, 0.2% hits;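 also: potency is read from the fitted curve at half-maximal effect; 0% = vehicle wells and -100% = peptide control; nearly all actives have a fitted effect of over 45% in size; some results filed as inactive show a strong effect at the top dose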
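AMA1 (3D7) with his tag at 25 nM final met compounds first, then biotinylated RON2 peptide at 25 nM; detection used donor plus acceptor beads, 10 µg/mL apiece, read by AlphaScreen after 30 min at room temperature.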
Cycloheximide cs = Cycloheximide Counterscreen for Small Molecule Inhibitors of Shiga Toxin; cell reporter, cycloheximide protein synthesis inhibition counterscreen; max response, %; 300,000 compounds, 12% hits; AID 2314, 2010; in the data active = max response mostly above about 13%, no sharp cut-off; inactive = mostly below about 14%; also: read at 38.3 µM for the half of the compounds with a filed dose; 0% is about no effect
AmpC no deterg = qHTS Inhibitors of AmpC Beta-Lactamase (assay without detergent); 330,000 compounds, 0.52% hits; Potency, µM (doses to about 57.1 µM), without a hit: at the top dose activity change, negative = inhibition, actives largely listed as inhibitors; AmpC nitrocefin hydrolysis, absorbance 480 nm, 0.0001% Triton; AID 485341, 2010; P00811;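 also: potency is read from the fitted curve at half-maximal effect; plate controls were no compound for no effect and no enzyme for full effect; nearly all actives have a fitted effect of over 20% in size; some results filed as inactive show a strong effect at the top dose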
Target sequence (P00811 whole entry, looked up): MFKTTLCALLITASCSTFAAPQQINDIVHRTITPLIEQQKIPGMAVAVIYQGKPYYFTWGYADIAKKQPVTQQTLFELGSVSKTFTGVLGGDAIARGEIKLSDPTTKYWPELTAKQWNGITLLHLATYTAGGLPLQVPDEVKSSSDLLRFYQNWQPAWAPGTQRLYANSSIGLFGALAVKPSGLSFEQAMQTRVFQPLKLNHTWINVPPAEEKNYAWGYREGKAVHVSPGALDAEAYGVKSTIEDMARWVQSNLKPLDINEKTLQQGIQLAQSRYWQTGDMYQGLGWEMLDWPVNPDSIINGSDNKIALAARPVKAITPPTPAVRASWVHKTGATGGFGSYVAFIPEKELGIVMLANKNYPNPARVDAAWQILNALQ
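AmpC (5.3 nM in the dispensed reagent) in 20 mM phosphate pH 7.0 with 0.01% (detergent screen) or 0.0001% Triton X-100 was preincubated with compounds for 15 min at room temperature. Nitrocefin was then added from an 800 uM solution, and hydrolysis was followed at 480 nm.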
HCMV inh = qHTS Assay for inhibitors of the human cytomegalovirus (HCMV). 410,000 compounds, 4.5% hits. activity change, negative = inhibition, % at 57.5 µM. HFF cells, HCMV-luciferase reporter, 72 h; stronger effect = lower value; in the data active = activity change below about -60%; inconclusive = no clear call, values can overlap the other calls; inactive = above about -39%; also: % is scaled to controls: 0 for no effect and ±100 for the full control effect
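Two compound doses tested in HFFs infected with HCMV-luciferase, MOI 1 PFU/cell, 72 h at 37C. Lysate luminescence read with OneGlo; data normalized against buffer-only and 10uM Salinomycin inhibitor controls.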
FBPA Giardia inh = qHTS Assay for Inhibitors of Fructose-1,6-bisphosphate Aldolase from Giardia Lamblia; purified Giardia FBPA; Potency, µM (highest dose often 59.6 µM), for the others: top-dose activity, negative = inhibition, actives largely listed as inhibitors; 290,000 compounds, 0.71% hits; also: potency is read from the fitted curve at half-maximal effect; % is scaled to controls: 0 for no effect and ±100 for the full control effect; nearly all actives have a fitted effect of over 55% in size
Target sequence (A8B2U2 whole entry, looked up): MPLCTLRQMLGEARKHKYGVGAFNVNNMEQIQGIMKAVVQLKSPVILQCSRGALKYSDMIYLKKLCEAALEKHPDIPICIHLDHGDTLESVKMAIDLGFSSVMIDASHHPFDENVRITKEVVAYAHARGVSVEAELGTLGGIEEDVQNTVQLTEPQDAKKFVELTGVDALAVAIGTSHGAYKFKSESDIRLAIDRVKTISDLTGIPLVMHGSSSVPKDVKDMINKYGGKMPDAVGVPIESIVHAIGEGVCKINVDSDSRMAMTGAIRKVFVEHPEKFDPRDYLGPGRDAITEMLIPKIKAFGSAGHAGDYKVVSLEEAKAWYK
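Giardia FBPA (40 nM reagent) was preincubated 10 min at RT with compound (up to 57.5 uM final), then substrate plus GAPDH/TPI/NAD/arsenate coupling system with diaphorase/resazurin was added; resorufin fluorescence (525/598 nm) was read after 20 min.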
Shiga inhibitor = A qHTS for Small Molecule Inhibitors of Shiga Toxin; Vero cells, Shiga toxin protein synthesis inhibition reporter; inhibition, % at 38.7 µM; 290,000 compounds, 9.2% hits; AID 2315, 2010; in the data active = inhibition mostly above about 28%, no sharp cut-off; inactive = mostly below about 43%; also: 0% is about no effect
AmpC detergent = qHTS Inhibitors of AmpC Beta-Lactamase (assay with detergent); P00811; AmpC hydrolysis of nitrocefin, absorbance 480 nm, 0.01% Triton; Potency, µM (doses to about 114 µM), for the others: top-dose activity change, negative = inhibition, most hits filed as inhibitors; 370,000 compounds, 0.041% hits; AID 485294, 2010;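 also: potency is read from the fitted curve at half-maximal effect; 0% = no-compound wells and -100% = no-enzyme wells; nearly all actives have a fitted effect of over 25% in size; some results filed as inactive show a strong effect at the top dose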
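AmpC (5.3 nM in the dispensed reagent) in 20 mM phosphate pH 7.0 with 0.01% (detergent screen) or 0.0001% Triton X-100 was preincubated with compounds for 15 min at room temperature. Nitrocefin was then added from an 800 uM solution, and hydrolysis was followed at 480 nm.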
* marks the source's active call; other numbers are inactive results; ? = inconclusive; / = not tested or not shown; + = active, no number; [ ] = dose if it differs, or a comment. Unless noted, calls follow the shape of the dose curve; as a rule, active = well fitted curve in the direction sought with a large enough effect; inconclusive = small, poorly fitted or top-dose-only effect, or another doubt; inactive = no such curve, though single readings can be large; an effect the other way counts as inactive or inconclusive.

SMILES	AMA1 RON2 block	Cycloheximide cs	AmpC no deterg	HCMV inh	FBPA Giardia inh	Shiga inhibitor	AmpC detergent
COc1cccc(Cn2cnc3c(sc4nc(C)cc(C)c43)c2=O)c1	-10%	-7	40%	-1	-4%	2	0%
CC(C)Oc1ccc(C(=O)Nc2ccc(C(F)(F)F)n(C)c2=O)cc1	-4%	12	-23%	7	-1%	16	4%
COc1cc(OC)cc(C(=O)N2CCN(C(=O)c3cccs3)CC2)c1	31%	-6	17%	10	/	-13	4%
COc1ccc(C(=O)NC2CC3CCCC(C2)N3Cc2ccccc2)cc1OC (stereo not given)	4%	-1	-28%	48	8%	/	-10%
Cc1nn(CC(=O)NC(C)CCc2ccccc2)c(=O)c2nn(-c3ccccc3)c(C)c12 (stereo not given)	11%	-2	6%	?	3%	-9	-13%
O=C(CN1C(=O)NC(Cc2ccccc2)C1=O)NC(=O)NC1CCCCC1 (stereo not given)	3%	1	19%	-6	4%	-8	-14%
Cc1ccc(S(=O)(=O)Cn2nnnc2C(C(C)C)N2CCc3ccccc3C2)cc1 (stereo not given)	-19%	1	0%	/	-26%	2	-10%
O=C1NC(=O)C(CC(=O)N(Cc2cccs2)C2(C(=O)NC3CCCCC3)CCCCC2)N1 (stereo not given)	-8%	-2	-5%	-17	0%	-13	-13%
COc1cccc(NC(=O)[C@@H](NC(=O)N2CCn3c2nc2ccccc23)C(C)C)c1	25%	0	87%[activator]	-21	/	21	-1%
CCOC(=O)C1=C(C)Nc2nc3ccccc3n2C1c1ccncc1 (stereo not given)	-5%	-3	0%	-34	-5%	-6	1%
O=C(O)c1cc(N/N=C/c2c[nH]c3ccccc23)ccc1Cl	4%	58*	-29%	78	-8%	+	3%
CC(=O)Nc1ccc(C(=O)CN2C(=O)NC3(CCOc4ccccc43)C2=O)c(F)c1 (stereo not given)	7%	/	-34%	4	/	/	?
COCc1nnc(NC(=O)c2ccc(S(=O)(=O)N3CCCCCC3)cc2)o1	15%	-3	-15%	-12	/	-7	-11%
Cn1cc(S(=O)(=O)Oc2ccccc2)c(=O)n(C)c1=O	-3%	-2	-37%	42	2%	-10	?
O=C(/C=C/c1ccc(Cl)cc1)NC(=S)Nc1ccc(NC(=O)c2ccco2)cc1	8%[2.32 µM]	-6	-27%	-70*	-2%	-13	-7%
Cc1ccc(Cl)cc1N1CCN(C(c2cccnc2)c2nnnn2C2CCCCC2)CC1 (stereo not given)	5%	-4	-58%	-39	1%	-10	-7%
O=C(/C=C/c1ccccc1)N1CCC[C@H]1CO	24%	1	-8%	-8	-1%	-7	-12%
CCN(CC(=O)Nc1ccccc1OC)Cc1csc(CC(=O)Nc2ccc(C)cc2)n1	36%[activator]	/	35%	-11	/	/	/
Cc1cc(N/N=C/c2ccc(N(C)C)cc2)c2ccccc2n1	50%[activator]	9	0%	1	0%	17	-6%
COc1cc(NC(=S)NCCC(c2ccccc2)c2ccccc2)cc(OC)c1	72%[activator]	-2	-16%	?	-8%	-13	?
C/C(=N/OC(=O)c1ccc(F)cc1)c1ccc(C)cc1	3%	13	-48%	-18	1%	17	-7%
COc1ccc(-n2nnnc2SCC(=O)Nc2cccc(C)n2)cc1OC	-2%	-3	-30%	44	7%	-10	?
CCN(CC)C(=S)NC(=O)c1ccc(OC)c(Br)c1	13%	-1	-30%	-24	-1%	-3	-5%
Oc1ccc(C2=NN(c3ccccc3)C(c3ccc(F)cc3)C2)cc1 (stereo not given)	3%	9	-57%	22	1%	29	13%
COc1ccccc1Nc1c2c(nc3ccc(N)cc13)CCCC2	-7%	-2	-10%	-31	-6%	-4	3%
CN(C)CCCNC(=S)N(CCN(C)C)Cc1cc2cc3c(cc2[nH]c1=O)OCCO3	5%	-1	-14%	17	-4%	23	-6%
COc1cc(O)c2c(c1)OC(C)(C)CC2=O	-2%	-1	2%	0	8%	12	?
CCCn1nc2cc(C(=O)N(CC)c3ccc(OC)cc3)ccc2c1OCC	-1%	-4	-12%	-6	1%	-17	-1%
Cc1c(S(=O)(=O)N2CCOCC2)c(=O)n(C)c(=O)n1C	-1%	-2	?	-4	19%	-4	-2%
N/C(=N\OC(=O)c1cccc(Br)c1)c1ccc(Br)cc1	7%	-1	-30%	85	0%	0	1%
O=C1CC(C(=O)N2CCOCC2)C2(CCCC2)O1 (stereo not given)	-3%	3	-7%	12	5%	2	-3%
O=C(c1cccs1)N1CCN(c2nc3c(F)cc(F)cc3s2)CC1	12%	/	-19%	-23	/	/	-2%
COCCCNC(=O)C[C@H]1C[C@H](C(=O)N2CCCCC2)[C@@]2(CCc3ccccc3)c3[nH]c4cc(-c5ccco5)ccc4c3CCN2C1=O	-20%	/	165%[activator]	-28	/	/	/
O=C(c1cccc(Cl)c1)N1CCC(=O)N([C@H](COCc2cccc(Cl)c2)Cc2ccccc2)CC1	-10%	13	/	5	-7%	3	/
O=C(NC(CC(=O)N1CCN(c2ccc([N+](=O)[O-])cc2)CC1)c1ccccc1)c1ccccc1Cl (stereo not given)	-2%	-4	-40%	-23	0%	18	-17%
CCN(CC)S(=O)(=O)c1ccc(S(=O)(=O)Nc2cc3c(cc2C(C)=O)OCO3)cc1	0%	-9	-4%	51	12%	-13	-14%
CCCCN(CCCNc1ncnc2nc[nH]c12)c1ccccc1	12%	-7	-19%	-6	-30%	-17	-6%
COc1cccc(CNCCN2CCOCC2)c1OC	-2%	0	/	-31	-6%	-4	3%
CC1CCN(C(=O)COC(=O)c2ccc3ccccc3n2)CC1	3%	/	-12%	-11	/	/	/
COC(=O)[C@H](CC(C)C)NS(=O)(=O)N[C@@H](CC(C)C)C(=O)OC	11%	/	5%	7	/	/	0%
CCn1cc(/C=N/NC(=O)c2ccc3c(c2)OCO3)cn1	27%	35*	-2%	-36	7%	24	?
CC1CC(C)CN(C(=O)CNS(=O)(=O)c2cccs2)C1 (stereo not given)	4%	10	-14%	18	-2%	-2	-8%
O=CN(Cc1ccco1)C1(C(=O)NC2CCCCC2)CCCCC1	-9%	6	-9%	-11	4%	31	0%
O=c1[nH]c(-[n+]2ccc3ccccc3c2)c(/C=N/N=C(\[O-])c2ccccc2)s1	108%[activator]	17*	-23%	?	-3%	40	-7%
Cn1c(SCC(=O)N/N=C/C=C\c2ccccc2[N+](=O)[O-])nc2ccccc21	61%[activator]	-4	-32%	-4	11%	-6	0%
CC1CCN(c2cc(N3CCC(C)CC3)c([N+](=O)[O-])cc2/C=C(\C#N)c2nn(-c3ccccc3)c(N)c2C#N)CC1	-17%	-2	-15%	-2	5%	-15	1%
O=C(/C=C/c1c(Cl)cccc1Cl)n1cccn1	-18%	9.8*	-21%	12	1%	14	-12%
CC(=O)NC1(C(F)(F)F)NC(=O)N(CC(C)C)C1=O (stereo not given)	5%	-2	-2%	65	10%	-7	2%
COc1ccc(/C=N/OCC(=O)Nn2c(C)nc3ccccc3c2=O)cc1	10%	4	-25%	-11	1%	2	-8%
COc1ccc(NC(=S)N2CCN(S(=O)(=O)c3ccc(OC)cc3)CC2)cc1	-13%	9	0%	-13	/	-2	-6%
CC(C)OC(=O)c1c(NC(=O)CCn2nnc3ccccc32)sc2c1CCCC2	0%	6	-32%	-10	2%	14	-8%
COc1cnc(-c2ccccn2)nc1Oc1ccc(Cl)c2ccccc12	75%[activator]	-4	33%	-100*	-5%	-8	-6%
CCn1c2ccccc2c2cc(NC(=O)c3ccc(C)c([N+](=O)[O-])c3)ccc21	7%	11	-27%	1	3%	8	?
CNc1ccc(S(=O)(=O)NC)cc1[N+](=O)[O-]	0%	-4	-32%	43	2%	59	-6%
Nc1c(C(=O)N/N=C/c2cccnc2)oc2nc(-c3ccco3)cc(-c3ccco3)c12	51%[activator]	-2	4%	5	-20%	13	-5%
Cc1ccc(-c2csc3nc[nH]c(=O)c23)c(C)c1	0%	-2	-20%	?	7%	1	?
COc1ccc(C(=O)NCC(=O)OCC(=O)NC(=O)NC2CCCCC2)cc1OC	-14%	-2	-29%	-26	14%	9	?
O=C(CS(=O)(=O)c1ccc(Br)cc1)N1CCOCC1	-9%	8	-11%	16	/	-3	-15%
COC(=O)c1ccc(CN2CCN(CCC(C)C)C(CCO)C2)cc1 (stereo not given)	-2%	-3	-4%	?	9%	6	6%

Compound activity as filed in PubChem BioAssay.

Outcome played no part in choosing rows. About 16% of those tested had a hit in this group.
